Screening results (PubChem)
TRHR enhancer = qHTS for Small Molecule Agonists and Allosteric Enhancers of Human TRH Receptor: Primary Screen for Enhancers; Thyrotropin-releasing hormone receptor (Homo sapiens), P34981; TRHR cells, fluo-8 calcium fluorescence, EC20 TRH enhancement; enhancement, % at 2 µM; 360,000 tested, 0.66% active; AID 493056, 2011; in the data active = enhancement above about 30%; note: 0% is about no effect
Target sequence (P34981 whole entry, looked up): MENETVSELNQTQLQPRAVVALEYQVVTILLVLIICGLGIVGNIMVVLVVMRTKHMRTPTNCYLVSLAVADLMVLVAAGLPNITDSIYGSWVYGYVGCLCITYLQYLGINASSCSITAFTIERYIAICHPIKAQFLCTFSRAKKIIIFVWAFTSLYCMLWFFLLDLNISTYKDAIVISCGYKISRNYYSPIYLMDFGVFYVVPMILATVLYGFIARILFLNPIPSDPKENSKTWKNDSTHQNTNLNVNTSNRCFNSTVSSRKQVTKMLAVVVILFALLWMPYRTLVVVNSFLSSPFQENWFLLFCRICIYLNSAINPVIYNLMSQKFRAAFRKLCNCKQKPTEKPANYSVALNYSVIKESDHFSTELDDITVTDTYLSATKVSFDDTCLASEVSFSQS
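TRHR-expressing cells loaded with fluo-8 calcium dye were read kinetically (ex 480/em 530) during compound addition, then stimulated with an EC20 of TRH (10 nM final). Enhancement of the Gq-mediated intracellular calcium response was scored.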
RXFP1 antagonist = qHTS Assay for Antagonists of the Relaxin Receptor RXFP1; HEK293-RXFP1, relaxin-stimulated cAMP HTRF, 30 min; active compounds read low; activity change, negative = inhibition, % at 57.5 µM; 350,000 tested, 0.59% active;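 active = activity change of -60% or lower, but not beyond a set lower limit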; note: % is set by controls: 0 for no effect and ±100 for the full control effect
D1 antag = Antagonist of Human D 1 Dopamine Receptor: qHTS | D(1A) dopamine receptor (Homo sapiens), P21728 | 360,000 tested, 3.2% active | HEK293 TREx D1 cells, calcium flux, dopamine EC80; active compounds read low | activity change, negative = inhibition, % at 10 µM; in the data active = activity change below about -30%; note: % is set by controls: 0 for no effect and ±100 for the full control effect
Target sequence (P21728 whole entry, looked up): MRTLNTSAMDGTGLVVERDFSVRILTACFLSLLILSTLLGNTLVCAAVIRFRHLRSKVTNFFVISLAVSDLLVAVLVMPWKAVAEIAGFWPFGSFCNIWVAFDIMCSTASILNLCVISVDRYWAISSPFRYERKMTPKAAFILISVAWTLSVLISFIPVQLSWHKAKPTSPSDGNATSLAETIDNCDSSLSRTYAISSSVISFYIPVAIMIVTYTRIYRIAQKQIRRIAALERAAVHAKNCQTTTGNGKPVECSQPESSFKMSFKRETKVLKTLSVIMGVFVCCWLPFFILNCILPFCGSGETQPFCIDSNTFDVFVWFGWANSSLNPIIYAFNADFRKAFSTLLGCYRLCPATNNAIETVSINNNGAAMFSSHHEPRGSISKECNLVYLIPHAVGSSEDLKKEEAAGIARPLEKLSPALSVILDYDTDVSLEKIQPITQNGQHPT
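Antagonism measured as reduced calcium response to an EC80 dopamine addition following 180 s compound pre-read; cells were inducible HEK293 Trex D1 plated overnight at 30 C, read kinetically at 1 cycle/sec.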
D2 PAM = HTS Assay for Positive Allosteric Modulators of the Human D2 Dopamine Receptor: Primary Screen for Potentiators; HEK293 T-REx D2, calcium flux, EC20 dopamine potentiation; 340,000 tested, 0.34% active; AID 485347, 2010; potentiation, % at 10 µM;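 active = potentiation over 3 SD above the plate norm, cut at about 30% in these data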; note: 0% is about no effect
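Calcium flux readout, no-wash dye, 1 read/s. Inducible HEK293 Trex D2 line, overnight 30 C. Compound alone 180 s (agonist flags), then EC20 dopamine, another 180 s to score potentiation.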
D1 agonist = Allosteric Agonists of the Human D1 Dopamine Receptor: qHTS; D(1A) dopamine receptor (Homo sapiens), P21728; HEK293 T-REx D1 cells, calcium flux, agonist mode; AID 504660, 2011; activation, % at 2 µM; 360,000 tested, 1% active; note: 0% is about no effect
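Inducible HEK293 T-REx D1 cells, force-coupled to calcium signalling, were plated at 4000 cells/well with tetracycline and held overnight at 30 C. After no-wash calcium dye loading, compound-evoked calcium rise over 180 s flagged agonists.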
D2 antag = HTS Assay for Allosteric Antagonists of the Human D2 Dopamine Receptor: Primary Screen for Antagonists; HEK293 TREx D2 cells, calcium flux, dopamine EC80; inhibition, % at 10 µM; 340,000 tested, 2% active; in the data active = inhibition above about 30%; note: 0% is about no effect
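Dopamine at EC80 is the agonist stimulus; test compounds precede it by 180 s. Calcium flux read kinetically in a force-coupled, inducible HEK293 T-REx D2 cell line.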
D1 PAM = Potentiators of Human D1 Dopamine Receptor: qHTS; HEK293 TREx D1 cells, calcium flux, dopamine EC20 potentiation; D(1A) dopamine receptor (Homo sapiens), P21728; potentiation, % at 10 µM; 360,000 tested, 0.036% active; AID 504651, 2011; in the data active = potentiation above about 30%; note: 0% is about no effect
D2 agonist = HTS Assay for Allosteric Agonists of the Human D2 Dopamine Receptor: Primary Screen for Agonists | D(2) dopamine receptor (Homo sapiens), P14416 | HEK293 T-REx D2 cells, calcium flux agonist mode | activation, % at 2 µM | 340,000 tested, 0.53% active;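 active = activation over 3 SD above normal in the single-dose calcium agonist read, cut at about 30% in these data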; note: 0% is about no effect
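Tetracycline-induced HEK293 Trex cells with D2 receptor force-coupled to calcium signaling, plated overnight at 30 C and loaded with no-wash calcium dye. Calcium flux read kinetically for 180 s after compound addition; responses flag agonists.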
TRHR ag = qHTS for Small Molecule Agonists and Allosteric Enhancers of Human TRH Receptor: Primary Screen for Agonists | Thyrotropin-releasing hormone receptor (Homo sapiens), P34981 | TRHR cells, calcium flux fluo-8, FDSS agonist mode | activation, % at 2 µM | 360,000 tested, 0.18% active | AID 493084, 2011; note: 0% is about no effect
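TRHR-expressing cells, plated overnight in medium with 10% serum, were loaded with fluo-8 calcium dye at room temperature. After a 10 s baseline, library compound was pin-added and calcium release was recorded kinetically (ex 480/em 530) as agonist response.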
* hit, by the source's call. Cut-off read from the data, not from the text of the source, unless noted: active = activation above about 30%; inactive = the rest.

`O=C(CSc1nnc(Cn2cnc3ccccc32)o1)Nc1cccc2ccccc12` gave TRHR enhancer -5, RXFP1 antagonist -2, D1 antag 9, D2 PAM -8, D1 agonist 2, D2 antag -16, D1 PAM -9, D2 agonist -0.2 and TRHR ag 0.2.
Screening Cc1ccc(C)c(NC(=O)CN(C)C(=O)c2nn(C)c(=O)c3ccccc23)c1 returned TRHR enhancer -2, RXFP1 antagonist -6, D1 antag 9, D2 PAM -18, D1 agonist 0, D2 antag 10, D1 PAM -3, D2 agonist 0.6 and TRHR ag 0.4.
For CCOc1cc(CNCCc2ccc(S(N)(=O)=O)cc2)cc(Cl)c1OCc1ccccc1 the results were TRHR enhancer 12, RXFP1 antagonist -18, D1 antag -16, D2 PAM 14, D1 agonist 34*, D2 antag 3, D1 PAM -6, D2 agonist 0.0 and TRHR ag -0.1.
`CCOC(=O)C1(Cc2ccc(OC)cc2)CCN(C(=O)c2cc(C)nn2C)CC1` gave TRHR enhancer 4, RXFP1 antagonist 7, D1 antag -4, D2 PAM 0, D1 agonist 3, D2 antag 2, D1 PAM -5, D2 agonist 0.5 and TRHR ag -1.4.
For O=C(COC(=O)CSc1ccc2ccccc2c1)Nc1ccccc1OC(F)F the results were TRHR enhancer 3, RXFP1 antagonist 0, D1 antag 6, D2 PAM 2, D1 agonist 7, D2 antag 6, D1 PAM 2, D2 agonist -0.3 and TRHR ag -0.8.
COc1ccc(OCCCN2CCc3ccccc3C2)cc1 was read as TRHR enhancer 0, RXFP1 antagonist -24, D1 antag -8, D2 PAM -13, D1 agonist 2, D2 antag 72*, D1 PAM -10, D2 agonist -0.1 and TRHR ag -0.3.
COc1ccc(Cl)cc1C(=O)NNC(=O)COC(=O)CC(NC(C)=O)c1ccccc1 (configuration not stated) was read as TRHR enhancer 25, RXFP1 antagonist 12, D1 antag -8, D2 PAM 5, D1 agonist 0, D2 antag 10, D1 PAM -4, D2 agonist 0.0 and TRHR ag -0.3.
Cc1ccc2[nH]c3c(=O)n(CC(=O)NC(C)C)ncc3c2c1 was read as TRHR enhancer 20, RXFP1 antagonist 7, D1 antag 5, D2 PAM 5, D1 agonist 2, D1 PAM -3 and TRHR ag -1.4.
Screening Cc1nc2c(ccc3nc(NC(=O)C(c4ccccc4)c4ccccc4)sc32)s1 returned TRHR enhancer 1, D1 antag 15, D2 PAM 12, D1 agonist 3, D2 antag -7, D1 PAM -2, D2 agonist 0.3 and TRHR ag 0.6.
For Cc1ccc2cn[nH]c2c1N the results were TRHR enhancer 2, RXFP1 antagonist 0, D1 antag 1, D2 PAM 11, D1 agonist 2, D2 antag 6, D1 PAM 7, D2 agonist 0.9 and TRHR ag 0.1.
`COc1cc(C(=O)NC2CC3CCCC(C2)N3CC(=O)Nc2ccccc2)cc(OC)c1OC` (configuration not stated) gave TRHR enhancer -6, RXFP1 antagonist 4, D1 antag -6, D1 agonist -1, D1 PAM -2 and TRHR ag -0.6.
For COc1ccc(NC(=O)n2ncc3cc(Cl)ccc32)cc1OC the results were TRHR enhancer 7, RXFP1 antagonist -24, D1 antag -3, D2 PAM 7, D1 agonist 7, D2 antag -14, D1 PAM -4, D2 agonist -0.6 and TRHR ag -2.0.

Quoted at random: 2 records from the list, in no set order.
For CCOc1cc(CNCCc2ccc(S(N)(=O)=O)cc2)cc(Cl)c1OCc1ccccc1 the results were TRHR enhancer 12, RXFP1 antagonist -18, D1 antag -16, D2 PAM 14, D1 agonist 34*, D2 antag 3, D1 PAM -6, D2 agonist 0.0 and TRHR ag -0.1.
`O=C(CSc1nnc(Cn2cnc3ccccc32)o1)Nc1cccc2ccccc12` gave TRHR enhancer -5, RXFP1 antagonist -2, D1 antag 9, D2 PAM -8, D1 agonist 2, D2 antag -16, D1 PAM -9, D2 agonist -0.2 and TRHR ag 0.2.

Among those listed so far, these have an aryl thioether with sulfur outside any ring:
`O=C(CSc1nnc(Cn2cnc3ccccc32)o1)Nc1cccc2ccccc12` gave TRHR enhancer -5, RXFP1 antagonist -2, D1 antag 9, D2 PAM -8, D1 agonist 2, D2 antag -16, D1 PAM -9, D2 agonist -0.2 and TRHR ag 0.2.
For O=C(COC(=O)CSc1ccc2ccccc2c1)Nc1ccccc1OC(F)F the results were TRHR enhancer 3, RXFP1 antagonist 0, D1 antag 6, D2 PAM 2, D1 agonist 7, D2 antag 6, D1 PAM 2, D2 agonist -0.3 and TRHR ag -0.8.

(continued)
Cc1ccc(C(=O)N/C(=C\c2cccs2)C(=O)NCc2cccnc2)cc1 was read as TRHR enhancer 5, D1 antag 17, D2 PAM 6, D1 agonist 1, D2 antag -10, D1 PAM -4, D2 agonist -1.0 and TRHR ag -2.5.
For Cc1ccc(S(=O)(=O)NCC(c2ccccc2)N2CCN(c3ccc(F)cc3)CC2)cc1 (configuration not stated) the results were TRHR enhancer -4, RXFP1 antagonist -5, D1 antag -8, D2 PAM -7, D1 agonist 3, D2 antag 2, D1 PAM -4, D2 agonist 0.7 and TRHR ag -0.1.
`COc1ccc(-n2nc3c(c2NC(=O)C2CC(=O)N(c4ccccc4)C2)CS(=O)(=O)C3)cc1` (configuration not stated) gave TRHR enhancer 11, RXFP1 antagonist -1, D1 antag 6, D2 PAM -1, D1 agonist 3, D2 antag 3, D1 PAM -7, D2 agonist 0.0 and TRHR ag 0.0.
For Brc1ccc2ncnc(NCc3ccccc3)c2c1 the results were TRHR enhancer -1, RXFP1 antagonist -6, D1 antag -7, D2 PAM -7, D1 agonist 11, D2 antag -18, D1 PAM -6, D2 agonist -0.1 and TRHR ag 0.3.
Screening Cc1cc(C)n(-c2nc3cc(Cl)c(Cl)cc3nc2Nc2ccc(F)cc2C)n1 returned TRHR enhancer -4, RXFP1 antagonist -10, D1 antag -9, D2 PAM -7, D1 agonist 3, D1 PAM -3, D2 agonist 0.9 and TRHR ag 0.7.
`Cc1ccc(Cl)cc1-c1ccc(/C=N/n2cnnc2)o1` gave TRHR enhancer 3, RXFP1 antagonist 3, D1 antag -37*, D2 PAM -12, D1 agonist 1, D2 antag 3, D1 PAM -3, D2 agonist -1.0 and TRHR ag -0.1.
Screening C/C(=N\NC(=S)NC1CCCCC1)c1ccccc1 returned TRHR enhancer 4, RXFP1 antagonist -17, D1 antag -7, D2 PAM -23, D1 agonist 3, D2 antag 41*, D1 PAM 7, D2 agonist 45* and TRHR ag 0.7.
`NC(=O)C1(N2CCCCC2)CCN(C2CC(=O)N(Cc3ccc(N4CCCC4=O)cc3)C2=O)CC1` (configuration not stated) gave TRHR enhancer 24, RXFP1 antagonist 6, D1 antag 10, D2 PAM 9, D1 agonist -1, D2 antag 0, D1 PAM 0, D2 agonist 0.1 and TRHR ag -0.1.
Screening N#Cc1nc(-c2cccs2)oc1NCc1ccc(Cl)cc1 returned TRHR enhancer -2, D1 antag -9, D2 PAM -9, D1 agonist 2, D2 antag 2, D1 PAM 1, D2 agonist 0.0 and TRHR ag 1.3.
`CC1CCCCN1C(=O)CN(C)S(=O)(=O)c1cccc2nsnc12` (configuration not stated) gave TRHR enhancer -27, RXFP1 antagonist 14, D1 antag 3, D2 PAM -1, D1 agonist 1, D2 antag 9, D1 PAM 0, D2 agonist -0.5 and TRHR ag 0.3.
For COc1ccc(CCNC(=O)C(=O)NCC2OCCN2S(=O)(=O)c2ccc(Cl)cc2)cc1OC (configuration not stated) the results were TRHR enhancer -2, RXFP1 antagonist 3, D1 antag -27, D2 PAM 8, D1 agonist 10, D2 antag -15, D1 PAM 0, D2 agonist 12 and TRHR ag 0.0.
Screening COCCn1c(SCC(=O)N2CC(=O)Nc3ccccc32)nc2ccccc2c1=O returned TRHR enhancer -1, RXFP1 antagonist 4, D1 antag -7, D2 PAM -1, D1 agonist 4, D2 antag -13, D1 PAM -2, D2 agonist -0.3 and TRHR ag -5.7.
`O=C(c1cc2nc(-c3ccco3)cc(C(F)(F)F)n2n1)N1CCN(c2ccc(F)cc2)CC1` gave TRHR enhancer 7, RXFP1 antagonist 10, D1 antag -5, D2 PAM -9, D1 agonist 1, D2 antag 4, D1 PAM 7, D2 agonist 0.1 and TRHR ag 0.9.
`COc1ccc(CCNC(=O)Nc2cc(F)c(F)cc2Cl)cc1OC` gave TRHR enhancer -1, RXFP1 antagonist 6, D1 antag 7, D2 PAM 6, D1 agonist 6, D2 antag -10, D1 PAM -4, D2 agonist -1.7 and TRHR ag 0.2.
For C/C=C/Cn1c(Br)nc2c1c(=O)n(C)c(=O)n2C the results were TRHR enhancer 1, RXFP1 antagonist 10, D1 antag 1, D1 agonist 1, D1 PAM 1 and TRHR ag 0.0.
Screening Cc1cnc(-c2nnc(N(C)C(=O)c3cccnc3)s2)cn1 returned TRHR enhancer 0, RXFP1 antagonist 5, D1 antag -5, D2 PAM -6, D1 agonist 2, D2 antag -4, D1 PAM -10, D2 agonist 0.4 and TRHR ag -0.1.
For Cc1cc(Cn2nc(C(=O)NCc3cccc(Br)c3)cc2-c2ccccc2)on1 the results were TRHR enhancer 7, D1 antag -1, D2 PAM 9, D1 agonist 18, D2 antag -18, D1 PAM -7, D2 agonist 0.9 and TRHR ag 1.2.
`Cc1c(NS(=O)(=O)c2ccc(Cl)cc2)c(=O)n(-c2ccccc2)n1C` gave TRHR enhancer -2, D1 antag -23, D2 PAM 13, D1 agonist 0, D1 PAM -1, D2 agonist 0.0 and TRHR ag -0.7.
`C/C(=N\NC(=S)Nc1ccc(C(C)C)cc1)c1ccc2c(c1)OCO2` gave TRHR enhancer -3, RXFP1 antagonist -9, D1 antag -5, D2 PAM 1, D1 agonist 1, D2 antag -5, D1 PAM -1, D2 agonist 0.7 and TRHR ag -0.1.
COc1cc(C)nc(N2CCCC(C(=O)Nc3cccc(Cl)c3Cl)C2)n1 (configuration not stated) was read as TRHR enhancer -1, RXFP1 antagonist 1, D1 antag -4, D2 PAM 19, D1 agonist 3, D2 antag 21, D1 PAM -2, D2 agonist 0.7 and TRHR ag 0.3.
COc1ccccc1CNc1cncnc1 was read as TRHR enhancer -2, RXFP1 antagonist -3, D1 antag 47, D2 PAM 14, D1 agonist 0, D2 antag 1, D1 PAM 4, D2 agonist 1.3 and TRHR ag -0.1.
Screening CCS(=O)(=O)c1nc(S(=O)(=O)c2ccc(Cl)cc2)c(NCc2ccccc2Cl)s1 returned TRHR enhancer -1, RXFP1 antagonist -6, D1 antag -4, D2 PAM 10, D1 agonist 7, D1 PAM 1, D2 agonist 0.1 and TRHR ag 0.2.
For CCOC(=O)Nc1cccc(C(=O)O)c1 the results were TRHR enhancer 5, RXFP1 antagonist 1, D1 antag 23, D2 PAM 23, D1 agonist -1, D2 antag 0, D1 PAM -7, D2 agonist -0.2 and TRHR ag -0.7.
